MsrA inh: bovine MsrA enzyme inhibitors, primary screen, biochemical, absorbance, HTS. inhibition, % at 15.5 µM. hit rate 0.75% among 360,000. AID 651718, 2012. Methionine sulfoxide reductase A (Bos taurus). purified bovine MsrA, absorbance read-out; in the data active means inhibition above about 4.5%;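 further: 0% = vehicle wells with enzyme and 100% = reference inhibitor wells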
Neddyl block: inhibitors of cullin neddylation, primary screen, biochemical, TR-FRET, uHTS, NAE and Ubc12. calls only at 25 µM. hit rate 0.58% among 360,000. NEDD8-conjugating enzyme Ubc12 (Homo sapiens) + NEDD8-activating enzyme E1 regulatory …. AID 651699, 2012; in the data active means inhibition above about 36%
SKN-1 inh: suppressors of acrylamide-induced Pgst-4::GFP reporter in worms, primary screen, SKN-1 inhibitor project, whole organism, uHTS, GFP/RFP fluorescence ratio, strain VP596 | C. elegans VP596 Pgst-4::GFP/RFP ratio, 24 h | inhibition, % at 21.8 µM | hit rate 0.49% among 360,000;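 active means interference check ratio from 0.5 to 1.5 plus GFP to RFP signal ratio inhibition reaching or exceeding a fixed threshold, cut at about 30% in these data, passing the limit was not always enough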; further: some compounds called inactive have numbers as strong as hits
CendR NRP1 mod: modulators of CendR peptide binding to NRP-1, primary screen, biochemical, fluorescence polarization, uHTS | AID 602438, 2012 | FAM-RPARPAR peptide binding to NRP-1 | inhibition, % at 25 µM | Neuropilin-1 (Homo sapiens), O14786 | hit rate 0.85% among 360,000;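 active means inhibition or corrected inhibition above about 18%, plus a signal ratio from 0.5 to 1.5, limit read from the data, passing the limit was not always enough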; further: strong numbers were not always called active
Rin1-Abl PPI inh: inhibitors of Rin1-Abl protein binding, primary screen, biochemical, TR-FRET; Tyrosine-protein kinase ABL1 (Homo sapiens) + Ras and Rab interactor 1 (Homo sapiens), …; inhibition, % at 7.35 µM; hit rate 0.4% among 360,000; AID 588664, 2011; in the data active means inhibition above about 5%, passing the limit was not always enough
MT1-MMP act inh: blockers of MT1-MMP proenzyme processing, primary screen, HT1080 RFP-PRO-GFP cells, GFP/RFP fluorescence. Matrix metalloproteinase-14 (Homo sapiens), P50281. GFP/RFP ratio fluorescence, overnight; percent of plate control window, DMSO zero. GFP/RFP ratio change, % at 20 µM. hit rate 0.061% among 360,000. AID 651647, 2012;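 active means GFP/RFP ratio change of at least 30% with cell ATP level not reduced by more than half and red fluorescence within 50% of control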; further: strong numbers were not always called active
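Assay system – RFP-PRO-GFP reporter HT1080 cells · Compound dosing – single dose of 20 µM compound, 1% DMSO final · Incubation – overnight compound exposure at 37 °C · Measure – GFP/RFP fluorescence ratio · Benchmarks – DMSO wells and RFP-L50D-GFP cells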
MsrA act: bovine MsrA enzyme activators, primary screen, biochemical, absorbance, HTS. purified bovine MsrA, absorbance read-out. activation, % at 10.6 µM. hit rate 0.3% among 360,000. AID 602163, 2012; in the data active means activation above about 7.5%;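 further: 0% = vehicle and 100% = reference activator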
eLon inh: inhibitors of E. coli Lon protease, primary screen, biochemical, fluorescence polarization | hit rate 0.42% among 360,000 | AID 602123, 2011 | purified E. coli Lon protease | inhibition, % at 7.94 µM; in the data active means inhibition above about 13%, passing the limit was not always enough;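 further: 0% = enzyme with probe and DMSO and 100% = no enzyme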
FAS-TE inh: FAS thioesterase domain inhibitors, primary screen, biochemical, fluorescence intensity, uHTS; recombinant FAS-TE, OMFH fluorogenic substrate, fluorescence endpoint; inhibition, % at 15 µM; hit rate 0.67% among 360,000; AID 602261, 2012;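 active means compounds whose normalised, plate-corrected inhibition of enzyme fluorescence in the single-dose primary screen is 50% or more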;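 further: 0% = DMSO with enzyme and 100% = substrate without enzyme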
An asterisk follows results filed as active; i = inactive; nt = not tested or not shown. This is a random part of the collection. About 4.2% of those tested had a hit in this group.

SMILES | MsrA inh | Neddyl block | SKN-1 inh | CendR NRP1 mod | Rin1-Abl PPI inh | MT1-MMP act inh | MsrA act | eLon inh | FAS-TE inh
CC(C)C[C@H](NC(=O)c1nc[nH]c1C(=O)N(C)Cc1ccccc1)C(=O)OC(C)(C)C | -0.4 | i | 1 | 10 | -1 | 5 | 6 | -3 | 4
CCN1CCC(NC(=O)Nc2ccccc2C(=O)OC)CC1 | -0.4 | i | -5 | -1 | 5 | 2 | -7 | -1 | -9
O=C(Nc1ccc([N+](=O)[O-])cc1)c1cc2ccccc2nc1Cl | 2.2 | i | -4 | -9 | -1 | 0 | -3 | -5 | 10
CCCc1nnc(SCC(=O)N2CCCC(C)C2)n1CCCOC (configuration not stated) | 0.5 | i | 9 | 4 | 3 | 7 | -4 | -4 | -5
O=C(NCCc1nc2ccccc2[nH]1)c1ccc([N+](=O)[O-])cc1 | 0.8 | i | 2 | -4 | 4 | 0 | -1 | -5 | 38
O=C(NC1CCCC1)C1c2ccccc2OCC(=O)N1Cc1ccco1 (configuration not stated) | -0.1 | i | -1 | 13 | nt | 2 | 1 | 8 | -9
Cc1ccc(N(CC(=O)NCCSc2ccccn2)S(C)(=O)=O)cc1 | -1.3 | i | 2 | -14 | -1 | 3 | -3 | 0 | -7
Cc1cccc(OCCCC(=O)Nc2ccc(N3CCCCC3)cc2)c1 | -0.8 | i | 33 | -4 | -5 | 3 | -3 | 3 | -1
CC(=O)N(C1=C(N)C(=O)c2ccccc2C1=O)c1ccccc1 | 1.4 | i | -9 | 9 | -12 | -2 | 1 | -5 | -4
O=C(Nc1ccccc1N1CCCCC1)c1ccc([N+](=O)[O-])o1 | -0.1 | i | 10 | -9 | 1 | -8 | 1 | 3 | 20
Cc1cc(=O)[nH]c2nnc(SCC(=O)N3CC(C)OC(C)C3)n12 (configuration not stated) | 0.9 | i | 10 | -2 | -1 | 1 | -3 | -2 | -7
COC(=O)c1c(C(=O)OC)c(-c2cccc(C)c2)n2c1CS(=O)(=O)C2 | 0.2 | i | 8 | -4 | -4 | 1 | 3 | 4 | -6
COc1cc(/C=C/C(=O)OCC(=O)N2CCCc3ccccc32)ccc1OCC#N | 1.3 | i | -3 | -4 | -1 | 0 | -5 | 1 | 10
O=S(=O)(CCN1CCCCC1)Oc1ccc(Cl)cc1Cl | 0.4 | i | 13 | -21 | -6 | 5 | -3 | 2 | 0
C[n+]1ccc(CC2C(=[N+]([O-])[O-])C=Nc3ncnn32)cc1 (configuration not stated) | 0.9 | i | -6 | 15 | -2 | -1 | -4 | 0 | -4
COc1cc2c3c(c1OC)C1(C=CC(=NNC(N)=O)C=C1)CC3N(C(C)=O)CC2 (configuration not stated) | 0.5 | i | 15 | -4 | -1 | 2 | -8 | 1 | -7
C=CCN1C(=O)CN=C1Nc1ccccc1 | 1.6 | i | 3 | 3 | -3 | -2 | 0 | -4 | -1
CCc1nnc(NCC(=O)N2CCc3ccccc32)s1 | 0.8 | i | 12 | -17 | 1 | 4 | 0 | 3 | -8
COc1ccc(Cc2nnc(NC(=O)c3ccco3)s2)cc1 | 1.2 | i | -2 | 12 | 3 | 6 | -1 | -8 | -6
CCOC(=O)C1CCCN(CC(O)COc2cccc(C)c2)C1 (configuration not stated) | -1.1 | i | -2 | -5 | 0 | 4 | -5 | -7 | -4
CCn1cc(C(=O)O)c(=O)c2cc(OC)ccc21 | 1.0 | i | -20 | -5 | -1 | 2 | -6 | 5 | -5
O=C(O)CCc1ccc(S(=O)(=O)Nc2ccc(OCc3ccccc3)cc2)cc1 | 0.4 | i | 17 | -1 | 0 | 4 | -2 | -13 | 4
COc1ccccc1N1CCN(C2CCCN(C(=O)c3cccc(-c4ccco4)c3)C2)CC1 (configuration not stated) | -0.3 | i | 8 | -2 | 4 | 2 | -7 | -2 | -4
COc1ccccc1CNc1ccc(C(=O)O)cc1 | -0.2 | i | 10 | -4 | -5 | 5 | -2 | 3 | -7
Cc1c(Br)c(C(F)(F)F)nn1CC(=O)N1CCCC1 | -1.1 | i | 6 | 4 | 2 | 13 | -2 | 13 | -8
Next section
SMILES | MsrA inh | Neddyl block | SKN-1 inh | CendR NRP1 mod | Rin1-Abl PPI inh | MT1-MMP act inh | MsrA act | eLon inh | FAS-TE inh
O=C(NC12CC3CC(CC(C3)C1)C2)C1=COCCO1 | 0.5 | i | 15 | -9 | 1 | 1 | 3 | 1 | -8
CCN1CCC(NC(=O)Nc2ccc(F)cc2)CC1 | -1.7 | i | -2 | -11 | -2 | 1 | -2 | -2 | -4
CN1CCN(C(=O)c2cn(C)c3ccc(S(=O)(=O)N(C)C4CCCCC4)cc3c2=O)CC1 | 1.6 | i | 0 | -8 | -1 | 1 | -8 | 6 | -7
CC(SCc1ccc(C(=O)O)o1)c1ccc(C(=O)O)o1 (configuration not stated) | -0.1 | i | 3 | -2 | 3 | 3 | -4 | -6 | -4
CN1CCCN(C(=O)CNC(=O)c2ccccc2F)CC1 | -0.3 | i | 7 | -15 | -1 | -1 | -2 | -5 | -7
Cc1ccc(C)n1-c1ccc(N2CCOCC2)nc1 | nt | nt | 12 | -1 | -6 | -4 | -2 | -4 | -6
COc1cccc(C2C(C(C)=O)=C(C)Nc3ncnn32)c1 (configuration not stated) | nt | i | 6 | 14 | -3 | 1 | -5 | 3 | -4
CSc1sc(-c2nnc(SCC(=O)Nc3ccccc3)n2C)c2c1C=CCC2 | 1.3 | i | -2 | -12 | -1 | -2 | 1 | 4 | -4
COc1cccc(C(NC(C)=O)c2nc(-c3csc4ccccc34)cs2)c1 (configuration not stated) | -0.1 | i | 12 | -10 | -3 | -10 | -2 | -2 | 15
O=[N+]([O-])c1ccccc1S(=O)(=O)Oc1ccc(/C=N/n2cnnc2)cc1 | -0.2 | i | 10 | 1 | -5 | -1 | -2 | -11 | 0
CC(C)(NC(=O)NC(CO)c1ccccc1)c1cccc(C(C)(C)NC(=O)NC(CO)c2ccccc2)c1 (configuration not stated) | -0.2 | i | 1 | 3 | 3 | 2 | -2 | 3 | -8
CC(=O)OCC(=O)Nc1cc(S(=O)(=O)N2CCCCCC2)ccc1Cl | -0.6 | i | -9 | 0 | -5 | -4 | -2 | 3 | -6
CC(=O)Nc1ccc(-c2csc(N/N=C\c3ccncc3)n2)cc1 | 1.2 | i | 15 | -8 | -6 | 3 | -4 | -10 | 1
CN(C(=O)c1ccccc1OCc1ccc(Cl)cc1)c1ccccc1 | -0.8 | i | -2 | 2 | -4 | -13 | 1 | -1 | 18
CC(=O)N1c2ccccc2C2(C)C(C1(C)C)C2(Cl)Cl (configuration not stated) | -1.0 | i | -1 | 8 | -5 | 0 | -1 | -1 | 7
COc1ccc(-n2c(Cc3cccn3C)nnc2SCC(=O)Nc2ccc(C)c(Cl)c2)cc1 | -0.3 | i | 0 | -3 | -2 | 5 | 1 | -4 | 13
COc1cc(/C=C2/C(=N)N3C=CSC3=NC2=O)ccc1OCCCOc1c(C)cccc1C | -0.7 | nt | -2 | -6 | -1 | -3 | -4 | 1 | 13
Cc1nc2sccn2c(=O)c1S(=O)(=O)Nc1cccc(Cl)c1C | 2.2 | i | 6 | -5 | -1 | -1 | -5 | -4 | 3
CC1CCN(CC(=O)Nc2nn(-c3ccccc3)nc2C(N)=O)CC1 | -0.2 | i | -9 | 14 | 0 | 5 | -1 | 8 | 6
CC(CNC(=O)CC[C@H]1O[C@@H](n2ccc(=O)[nH]c2=O)[C@H](O)[C@@H]1O)c1ccccc1 (some centres not stated) | 0.3 | i | 7 | -4 | 1 | 2 | -3 | -7 | -8
CN1CCN(c2c([N+](=O)[O-])cnc3ccccc23)CC1 | 0.6 | i | -1 | -6 | 0 | 0 | -4 | -5 | 0
COc1ccc(C(=O)Cn2cc([N+](=O)[O-])nc2C)cc1 | -1.7 | i | 24 | 6 | 1 | 2 | -1 | -2 | -7
CC(=O)N[C@H]1[C@H](OCc2ccccc2F)O[C@H](COC(C)=O)[C@@H](OC(C)=O)[C@@H]1OC(C)=O | -0.3 | i | -5 | 2 | -2 | -2 | -4 | -5 | -8
CCOc1ccc(NC(=O)NCCCSC2CCCCC2)cc1 | 0.8 | i | 8 | -2 | 2 | 4 | 0 | 11 | 0
O=S(=O)(c1ccccc1)c1nc(-c2ccccc2)oc1N1CCOCC1 | 0.8 | i | 13 | 6 | -4 | 2 | -10 | 8 | 7

3 compounds out of the list, ordered by SMILES length, ascending.
SMILES | MsrA inh | Neddyl block | SKN-1 inh | CendR NRP1 mod | Rin1-Abl PPI inh | MT1-MMP act inh | MsrA act | eLon inh | FAS-TE inh
CCOc1ccc(NC(=O)NCCCSC2CCCCC2)cc1 | 0.8 | i | 8 | -2 | 2 | 4 | 0 | 11 | 0
COc1ccc(C(=O)Cn2cc([N+](=O)[O-])nc2C)cc1 | -1.7 | i | 24 | 6 | 1 | 2 | -1 | -2 | -7
O=[N+]([O-])c1ccccc1S(=O)(=O)Oc1ccc(/C=N/n2cnnc2)cc1 | -0.2 | i | 10 | 1 | -5 | -1 | -2 | -11 | 0

Additional entries follow.
SMILES | MsrA inh | Neddyl block | SKN-1 inh | CendR NRP1 mod | Rin1-Abl PPI inh | MT1-MMP act inh | MsrA act | eLon inh | FAS-TE inh
O=C(NC(=S)Nc1ccccc1N1CCOCC1)c1cccc([N+](=O)[O-])c1 | 2.0 | i | 5 | 11 | 5 | 5 | -5 | -3 | 28
COc1ccc(S(=O)(=O)N2CCOC2CNC(=O)C(=O)NCCCc2ccccc2)cc1 (configuration not stated) | -0.6 | i | -7 | 0 | 0 | -3 | -2 | 4 | 3
COc1ccc(Nc2nnc(SCC3CCCCO3)s2)cc1 (configuration not stated) | -0.2 | i | -3 | 6 | 2 | 5 | -3 | 2 | 3
COC1=CC(=O)OC(c2ccc(C#N)cc2)C1 (configuration not stated) | 0.3 | i | 3 | 9 | nt | 8 | nt | nt | nt
CCC(C)[C@H](N)c1nnc(SCC(=O)Nc2ccc(C)cc2C)o1 (some centres not stated) | -1.1 | i | 22 | 12 | -2 | -2 | -1 | 2 | -7
N#Cc1c(N)nc(SC2CCCCC2=O)c(C#N)c1-c1ccco1 (configuration not stated) | 1.9 | i | -10 | -77 | -8 | -1 | -1 | -21 | 14
CCN(CC(=O)NCCC1=CCCCC1)S(=O)(=O)c1ccccc1 | -0.4 | i | -7 | -3 | -5 | 3 | -5 | -13 | -2
COc1ccc(OC)c(N(CC(=O)NC2CC3CCC2C3)S(=O)(=O)c2ccccc2)c1 (configuration not stated) | 1.0 | i | 21 | 0 | 1 | 1 | -1 | 1 | 6
COC(=O)c1ccc2nc(C)c(C)nc2c1 | 1.3 | i | -9 | -6 | -4 | -2 | 0 | -4 | -7
COC(=O)c1ccc(Cl)c(NC(=O)CSc2ncn[nH]2)c1 | -0.1 | i | -9 | 8 | 1 | 3 | 0 | 2 | -32
O=C(c1ccccc1)c1ccc(OCC(O)CNCc2ccc(Cl)cc2)cc1 (configuration not stated) | 0.0 | i | 2 | 7 | 3 | -1 | 3 | -1 | -5
CCCn1cnc2cc(NC(=O)c3ccco3)ccc21 | 0.9 | i | -16 | 2 | 1 | 1 | -3 | -1 | -3
COc1ccc(CNCC(=O)Nc2cccc(S(N)(=O)=O)c2)cc1 | 0.4 | i | 8 | 1 | -4 | 1 | -2 | 3 | -3
CCc1ccc(CNC(=O)c2ccc(OC3CCN(C(=O)COC)CC3)cc2)nc1 | 0.9 | i | 6 | 11 | 2 | -7 | -2 | 1 | -4
